# Screening data as filed in PubChem.
# PPARg SRC3 recr: promotes SRC-3 coactivator recruitment by human PPARgamma; P37231; biochemical PPARgamma/SRC-3 coactivator recruitment assay; activation, % at 8 µM; actives 0.26% (n = 200,000); in the data active = activation above about 23%;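 also: 0% = DMSO and 100% = reference agonist; some compounds past the cut are filed as inactive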
# STAT3 blocker: inhibitors of IL-6 induced STAT3 signaling. U3A cells, IL-6 STAT3-luciferase reporter, luminescence; host cell line lacks STAT1. inhibition, % at 5.5 µM. actives 0.89% (n = 190,000). AID 862;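 active = inhibition above the mean inhibition across all screened compounds plus 3 SD, cut at about 44% in these data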;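 also: 0% = DMSO only wells and 100% = 100 µM nifuroxazide control wells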
# TLR4-MyD88 BLA: blocks binding of human TLR4 to MyD88. actives 0.18% (n = 200,000). O00206+Q99836. inhibition, % at 8.4 µM. HeLa CL3-4 TLR4/MyD88 BLA complementation, FRET ratio; in the data active = inhibition above about 25%;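 also: 0% = vehicle and 100% = reference inhibitor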
# RAM inhibit: blocks the yeast RAM network; S. cerevisiae dse1pr::URA3 reporter, 5-FOA growth OD615, 2 d; analog-sensitive cbk1-as2 kinase mutant strain; actives 1.8% (n = 190,000); inhibition, % at 50 µM;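 active = inhibition above a set limit, 3 SD over mean compound inhibition, cut at about 8.4% in these data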;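 also: 0% = DMSO-only wells with no growth and 100% = 10 µM 1-NA-PP1 full growth; inhibition rescues growth on 5-FOA so higher OD means more RAM inhibition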
# PPARg SRC-2 ag: promotes SRC-2 coactivator recruitment by human PPARgamma; P37231; PPARgamma LBD-SRC-2 recruitment, biochemical; activation, % at 8 µM; actives 0.34% (n = 200,000); in the data active = activation above about 22%;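 also: 0% = vehicle and 100% = reference agonist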
# STAT1 blocker: inhibitors of IFN-gamma induced STAT1 signaling | actives 0.35% (n = 200,000) | inhibition, % at 5.5 µM | NIH 3T3 STAT1-luciferase reporter, luminescence;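 active = inhibition above a set limit, the mean inhibition across all tested compounds plus 3 SD, cut at about 34% in these data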;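 also: 0% = IFN-gamma with DMSO and 100% = IFN-gamma with 300 µM nifuroxazide; values of inactives mirror those of a sister screen read the other way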
# S1P3 antag: S1P3 (human) receptor antagonism; CHO S1P3 NFAT-BLA reporter, FRET fluorescence, antagonist mode; inhibition, % at 4.98 µM; actives 0.27% (n = 170,000); AID 485;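 active = inhibition above the plate cutoff, the mean inhibition of test wells on that plate plus 3 SD, cut at about 28% in these data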;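 also: cells challenged with S1P at its EC80 of 0.8 µM; blue over green emission ratio from cleaved BLA substrate after 4 h stimulation; 0% = S1P-stimulated wells and 100% = unstimulated DMSO-only wells; some compounds past the cut are filed as inactive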
# Target sequence (Q99500 whole entry, looked up): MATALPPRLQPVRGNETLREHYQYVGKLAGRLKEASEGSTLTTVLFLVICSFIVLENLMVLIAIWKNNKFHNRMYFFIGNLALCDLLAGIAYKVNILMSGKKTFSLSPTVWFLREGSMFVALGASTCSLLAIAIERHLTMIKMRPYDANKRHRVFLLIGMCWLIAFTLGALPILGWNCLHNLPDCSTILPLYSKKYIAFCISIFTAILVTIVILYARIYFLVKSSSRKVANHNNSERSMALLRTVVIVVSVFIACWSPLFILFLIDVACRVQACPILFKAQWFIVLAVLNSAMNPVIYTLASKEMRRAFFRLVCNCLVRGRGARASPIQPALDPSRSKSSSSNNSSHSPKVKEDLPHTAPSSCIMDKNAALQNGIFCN
# ROMK primary: human ROMK K+ channel modulation, primary screen. P48048. AID 1918. Tet-inducible ROMK, thallium flux fluorescence; actives lie on both sides. B-score at 10 µM. actives 2% (n = 130,000);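 active = signal ratio slope over the read window, or its plate-corrected B-score, at least 3 SD from the plate mean, either direction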;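 also: B-score of the F/F0 ratio slope over 7 to 12 s after thallium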
# Target sequence (P48048 whole entry, looked up): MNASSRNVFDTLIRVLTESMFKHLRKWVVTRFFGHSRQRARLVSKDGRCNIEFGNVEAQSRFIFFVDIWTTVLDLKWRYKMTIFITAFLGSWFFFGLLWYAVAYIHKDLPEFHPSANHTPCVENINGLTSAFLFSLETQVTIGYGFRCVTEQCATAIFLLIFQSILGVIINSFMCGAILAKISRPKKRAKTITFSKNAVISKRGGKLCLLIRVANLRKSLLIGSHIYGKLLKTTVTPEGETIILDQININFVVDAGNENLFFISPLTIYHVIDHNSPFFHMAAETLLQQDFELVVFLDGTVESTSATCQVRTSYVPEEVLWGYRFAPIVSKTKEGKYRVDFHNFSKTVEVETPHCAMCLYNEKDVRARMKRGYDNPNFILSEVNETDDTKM
# TR-FRET SRC-2 ct: flags TR-FRET format artefacts in PPARgamma SRC-2 recruitment agonist screen; TR-FRET artefact counter-screen; active compounds read high; TR-FRET ratio at 8 µM; actives 0.4% (n = 200,000); in the data active = TR-FRET ratio above about 2000; also: inactives centre near 1500
# PPARg SRC-1 ag: agonists of human PPARgamma SRC-1 coactivator recruitment | activation, % at 8 µM | AID 631 | PPARgamma-SRC-1 coactivator recruitment biochemical assay | actives 0.41% (n = 200,000); in the data active = activation above about 19%;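 also: 0% = DMSO and 100% = reference agonist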
# STAT3 act: increases IL-6 driven STAT3 reporter signal; activation (% of control), % at 5.6 µM; U3A cells, IL-6 STAT3-luciferase reporter, luminescence; 100% = signal with IL-6 EC80 alone; actives 0.91% (n = 190,000); AID 871;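 active = activation above the screen-wide mean of compound activation plus 3 SD, cut at about 130% in these data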;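 also: 0% = background luminescence of wells with medium and substrate only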
#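 Test system: Human STAT1-deficient U3A cells with stable STAT3-luciferase reporter | Also added: Interleukin-6, 33 ng/mL | Timing: Compound pre-incubation 1 h before IL-6, then 6 h stimulation at 37 °C | Technique: Luciferase reporter luminescence | Read-out: Percent of IL-6-only median luminescence | Benchmarks: IL-6-only wells as 100% reference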
# Starred values were filed as active, the others as inactive; . = no result given. The order is random; overall some 5.6% were active at least once.
no.	Structure	PPARg SRC3 recr	STAT3 blocker	TLR4-MyD88 BLA	RAM inhibit	PPARg SRC-2 ag	STAT1 blocker	S1P3 antag	ROMK primary	TR-FRET SRC-2 ct	PPARg SRC-1 ag	STAT3 act
1	CN1CCc2c(n(CC(O)CN3C(=O)c4ccccc4S3(=O)=O)c3ccccc23)C1=O (stereo unspecified)	-1	4	0	5.5	-2	-7	.	0.23	1557	2	100
2	Nc1nc(CN2CCN(C(=O)c3ccco3)CC2)nc(Nc2cccc(Cl)c2)n1	-2	13	-3	0.8	2	-3	-25	-1.8	1625	2	91
3	O=C(NCc1ccncc1)Nc1ccc(F)cc1	0	5	0	0.9	5	0	-36	.	1581	2	99
4	COCCNC(=O)C(c1ccc(C)cc1)N(C(=O)C(=O)NC1CCCC1)c1ccc2c(c1)OCCO2 (stereo unspecified)	5	4	5	3.3	8	-2	1	0.15	1663	4	103
5	CN(CC(=O)Nc1sccc1C#N)C1CCCCC1	10	-12	-5	1.1	13	1	-3	.	1457	4	112
6	N#C/C(=C(/O)COC(=O)c1ccc(C#N)cc1)c1nc2ccccc2s1	5	2	-9	4.4	0	13	0	-1.6	1668	7	100
7	Cc1ccccc1NS(=O)(=O)c1ccc2[nH]cc(C(=O)NCCCN3CCOCC3)c(=O)c2c1	3	3	-4	0.5	5	-1	0	.	1534	-7	102
8	O=C(Nc1c(Cl)ccc2nsnc12)c1ccco1	-1	-15	-13	0.6	-2	0	2	0.013	1647	6	113
9	COc1ccc(NC2=C(C(C)=O)C(c3ccc(N(C)C)cc3)C(C(C)=O)C(C)(O)C2)cc1 (stereo unspecified)	-6	-2	0	0.6	-16	-4	-11	-1.6	1533	1	103
10	COc1ccc(/C=N/NC(=O)CNc2c(Br)cc(C)cc2Br)c(C(=O)O)c1OC	-2	-10	-24	2.8	-8	3	-8	0.79	1388	1	112
11	CCOC(=O)N1CCN(Cc2c(NC(=O)c3ccco3)sc(C)c2C)CC1	0	3	-20	0.1	-4	-1	-1	-0.34	1488	4	106
12	Cc1ccnc2nc(C(=O)OCC(=O)NCCc3ccc(Cl)cc3)nn12	-2	16	8	0.9	-4	-7	-3	-0.0059	1608	1	89
13	c1ccc(-c2noc(CN3CCN(c4ccccc4)CC3)n2)cc1	3	3	2	-0.2	11	2	10	.	1556	4	105
14	Cc1ccc(-c2nc(CS(=O)CC(=O)NCCN3CCOCC3)c(C)o2)cc1 (stereo unspecified)	-4	6	-6	2.9	7	-10	-32	.	1501	1	102
15	CC(C)CCNC(=O)C1CCN(c2nc3ccccc3o2)CC1	3	-2	-7	1.0	-9	0	0	-1.2	1471	-5	104
16	O=C(Nc1cccnc1)c1ccccc1Oc1ccccc1	1	-8	-8	2.2	1	2	-14	.	1463	-1	109
17	COc1ccc(C2(C(=O)Nc3ccc(S(=O)(=O)Nc4nc(C)cc(C)n4)cc3)CCCC2)cc1OC	5	4	5	0.4	-1	1	-14	.	1573	2	99
18	COCCNC(=O)c1c(N)n(/N=C/c2cccs2)c2nc3ccccc3nc12	-11	29	5	8.4	2	-6	.	-1.2	1471	-1	76
19	Cc1noc(C)c1COC(=O)c1cccc(S(=O)(=O)N2c3ccccc3CC2C)c1 (stereo unspecified)	1	8	-8	4.2	2	11	-1	-0.91	1522	3	95
20	COc1ccc(NC(=O)c2ccc(-n3cccn3)nc2)cc1	-6	31	5	2.7	4	-8	.	.	1424	4	82

# Five entries picked at random from the list so far:
no.	Structure	PPARg SRC3 recr	STAT3 blocker	TLR4-MyD88 BLA	RAM inhibit	PPARg SRC-2 ag	STAT1 blocker	S1P3 antag	ROMK primary	TR-FRET SRC-2 ct	PPARg SRC-1 ag	STAT3 act
14	Cc1ccc(-c2nc(CS(=O)CC(=O)NCCN3CCOCC3)c(C)o2)cc1 (stereo unspecified)	-4	6	-6	2.9	7	-10	-32	.	1501	1	102
15	CC(C)CCNC(=O)C1CCN(c2nc3ccccc3o2)CC1	3	-2	-7	1.0	-9	0	0	-1.2	1471	-5	104
6	N#C/C(=C(/O)COC(=O)c1ccc(C#N)cc1)c1nc2ccccc2s1	5	2	-9	4.4	0	13	0	-1.6	1668	7	100
16	O=C(Nc1cccnc1)c1ccccc1Oc1ccccc1	1	-8	-8	2.2	1	2	-14	.	1463	-1	109
17	COc1ccc(C2(C(=O)Nc3ccc(S(=O)(=O)Nc4nc(C)cc(C)n4)cc3)CCCC2)cc1OC	5	4	5	0.4	-1	1	-14	.	1573	2	99

# Of the compounds above, these contain a cyano group.
no.	Structure	PPARg SRC3 recr	STAT3 blocker	TLR4-MyD88 BLA	RAM inhibit	PPARg SRC-2 ag	STAT1 blocker	S1P3 antag	ROMK primary	TR-FRET SRC-2 ct	PPARg SRC-1 ag	STAT3 act
5	CN(CC(=O)Nc1sccc1C#N)C1CCCCC1	10	-12	-5	1.1	13	1	-3	.	1457	4	112
6	N#C/C(=C(/O)COC(=O)c1ccc(C#N)cc1)c1nc2ccccc2s1	5	2	-9	4.4	0	13	0	-1.6	1668	7	100

# (cont.)
no.	Structure	PPARg SRC3 recr	STAT3 blocker	TLR4-MyD88 BLA	RAM inhibit	PPARg SRC-2 ag	STAT1 blocker	S1P3 antag	ROMK primary	TR-FRET SRC-2 ct	PPARg SRC-1 ag	STAT3 act
21	COc1cccc(S(=O)(=O)NCc2ccc(C(=O)NCc3ccco3)cc2)c1	20	-1	8	2.7	10	2	-28	.	1598	3	102
22	COC(=O)c1cn(NC(=O)COc2ccc(Cl)cc2)c(=O)c2ccccc12	2	7	0	2.9	6	1	-35	-0.96	1574	-1	99
23	Cc1ccc2cc(S(=O)(=O)NCCCN3CCOCC3)ccc2c1	3	29	-16	-0.9	15	17	-1	-1.6	1685	9	80
24	O=C(NCCCO)c1nc2ccccc2s1	7	-5	9	1.9	-2	-9	3	.	1517	4	108
25	CCCCc1nc(SCCOC)c2c(=O)n(C)c(=O)n(C)c2n1	-1	-5	-3	2.8	-2	-3	-13	1.8	1435	-5	107
26	COc1ccc(CC(CC(=O)O)C(=O)Nc2ccccc2)cc1 (stereo unspecified)	-6	10	-16	1.1	-1	-5	-1	.	1525	-4	96
27	O=S(=O)(c1ccc2oc3ccccc3c2c1)N1CCCC1	5	1	-6	2.4	12	2	.	.	1604	5	100
28	C=CCSc1nc2ccsc2c(=O)n1-c1ccccc1	-1	-8	-16	6.0	-2	5	0	-0.037	1446	-3	109
29	CCNc1nc(NC(C)(C)C)nc(N(C#N)CC)n1	-2	-8	-14	-0.4	6	9	2	-0.11	1477	2	110
30	CC(Oc1ccc(-c2ccccc2)c(F)c1)c1ccn(S(=O)(=O)c2ccc(F)cc2)n1 (stereo unspecified)	7	19	-6	9.4*	9	9	.	.	1696	2	87
31	CC(=O)Nc1cc(C(=O)N2CCc3ccccc3C2)ccc1Sc1ccc(Cl)cc1	1	-10	5	5.1	1	-7	-1	.	1430	-1	109
32	CCOC(=O)c1ccc(Nc2nc(=O)c3cccnc3s2)cc1	4	-18	5	0.9	13	-13	.	-1	1499	3	119
33	CCCCSc1nnc(-c2cc(Br)ccc2N)c(=O)[nH]1	2	1	-3	2.0	-3	0	-2	-0.021	1383	1	102
34	O=C(OCc1nnc(-c2ccccc2)o1)c1ccc2c(c1)OCO2	-12	11	5	0.2	-4	5	-28	.	1556	0	99
35	CCOc1cc(/C=N/NC(=O)CN2CCCCC2)ccc1OCc1ccccc1	-6	3	-7	-0.5	-13	6	.	0.35	1408	1	104
36	CC1(C)Cc2cccc(Oc3ccc(S(=O)(=O)N4CCCC4)cn3)c2O1	8	-6	-13	1.7	8	-1	0	0.53	1752	4	105
37	Cc1cc(C)n2[nH]c(=O)c(N=Nc3cccc(Cl)c3)c2n1	-10	3	12	1.2	-4	1	.	1.2	1421	-6	102
38	Cc1ccccc1NC(=S)N(Cc1cccnc1)Cc1ccco1	0	3	4	0.8	-2	3	-11	0.0036	1448	-5	96
39	COc1ccc(-c2cc(C(=O)N/N=C/c3sccc3C)c3ccccc3n2)c(OC)c1	12	-44	5	0.2	2	-8	.	-1.6	1598	3	135*
40	O=C(NCC(c1ccco1)N1CCCC1)c1ccccc1F (stereo unspecified)	-7	-8	-14	-0.6	2	-2	.	-0.12	1401	-2	107

# 5 of the entries above in order of the PPARg SRC-1 ag value, high to low.
entry	SMILES	PPARg SRC3 recr	TLR4-MyD88 BLA	RAM inhibit	PPARg SRC-2 ag	STAT1 blocker	S1P3 antag	ROMK primary	PPARg SRC-1 ag	STAT3 act
23	Cc1ccc2cc(S(=O)(=O)NCCCN3CCOCC3)ccc2c1	3	-16	-0.9	15	17	-1	-1.6	9	80
20	COc1ccc(NC(=O)c2ccc(-n3cccn3)nc2)cc1	-6	5	2.7	4	-8	.	.	4	82
14	Cc1ccc(-c2nc(CS(=O)CC(=O)NCCN3CCOCC3)c(C)o2)cc1 (stereo unspecified)	-4	-6	2.9	7	-10	-32	.	1	102
34	O=C(OCc1nnc(-c2ccccc2)o1)c1ccc2c(c1)OCO2	-12	5	0.2	-4	5	-28	.	0	99
38	Cc1ccccc1NC(=S)N(Cc1cccnc1)Cc1ccco1	0	4	0.8	-2	3	-11	0.0036	-5	96

# Next results.
no.	Structure	PPARg SRC3 recr	STAT3 blocker	TLR4-MyD88 BLA	RAM inhibit	PPARg SRC-2 ag	STAT1 blocker	S1P3 antag	ROMK primary	TR-FRET SRC-2 ct	PPARg SRC-1 ag	STAT3 act
41	COc1ccc(/C=N/n2cnnc2)cc1COc1ccccn1	10	2	1	-1.5	1	-1	-13	.	1639	4	102
42	O=C(NC(=S)N1CCc2ccccc21)c1ccccc1	2	-12	14	-0.5	8	13	-5	.	1799	7	110
43	OC(CN1CCN(c2ccccc2)CC1)c1c[nH]c2ccccc12 (stereo unspecified)	-11	-22	-7	1.0	0	4	-13	-0.025	1513	-4	127
44	COC(=O)c1cn(C(=O)c2cc(C)cc(C)c2)c2ccccc12	-3	5	6	8.3	0	-6	0	.	1629	-1	102
45	CCNC(=O)Nc1ccc(OC)cc1OC	-3	4	1	-0.9	-5	4	-20	.	1547	-5	96
46	CC1CC(C)CN(S(=O)(=O)c2cccc(C(=O)N3C(=O)c4cccc(N)c4C3=O)c2)C1 (stereo unspecified)	-4	2	23	5.8	1	2	.	-0.24	1732	9	101
47	Cc1cc(Br)ccc1NC(=S)Nc1cccc([N+](=O)[O-])c1	4	13	8	1.0	2	-3	-10	.	1550	0	88
48	CCOC(=O)/C=C/C(=O)Nc1ccccc1C(=O)NC1CCCCC1	-1	3	-7	3.1	2	10	0	-0.0045	1485	4	101
49	CC(NC(=O)c1csc2ccccc12)C1CCCO1 (stereo unspecified)	10	0	3	-0.1	-5	-3	1	0.48	1497	2	102
